TDP-43 yeast inh – rescues yeast growth from TDP-43 toxicity | TDP-43 expressing yeast growth rescue, BacTiter-Glo, 24 h | Potency, µM (top dose mostly 46.1 µM), for the others: at the top dose growth rescue (activation), hits mostly activators | 410,000 compounds, 1.8% hits | AID 652104; note: % of control where 0% means no effect; nearly all actives have a fitted effect of over 50% in size
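Yeast cells expressing TDP-43 under galactose induction are exposed to compounds for 24 hr at 30 deg C. BacTiter-Glo luminescence measures growth, so protective compounds score as activators.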
aSyn yeast inh – inhibitors of alpha-synuclein toxicity in yeast. Potency, µM (highest dose often 46.1 µM), for the others: top-dose growth rescue (activation), actives largely listed as activators. 370,000 compounds, 0.14% hits. Yeast expressing alpha-synuclein, growth rescue, BacTiter-Glo, 24 h. AID 652106; note: % of control where 0% means no effect; nearly all actives have a fitted effect of over 65% in size
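Screening used galactose-induced yeast with toxic alpha-synuclein levels, exposed to compound for 24 hr at 30 deg C. Cell growth, read with BacTiter-Glo luminescence, gave the measured signal.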
EPAC1 antag – antagonists of human EPAC1; O95398; 360,000 compounds, 0.14% hits; EPAC1 GEF assay, Rap1b-BODIPY-GDP exchange fluorescence; Potency, µM (highest dose often 115 µM), for the others: top-dose activity change, negative = inhibition, usual class: inhibitors; AID 720709;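 note: plate controls were vehicle for no effect and positive control for full effect; nearly all actives have a fitted effect of over 50% in size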
EPAC2 antagonist – EPAC2 (human) antagonism. Q8WZA2. EPAC2 GEF exchange of Rap1B-BODIPY-GDP, fluorescence. Potency, µM (series often up to 114 µM), for inactives: at the highest dose activity, negative = inhibition, usual class: inhibitors. 360,000 compounds, 0.18% hits. AID 720708; note: % is set by controls: 0 for no effect and ±100 for the full control effect; nearly all actives have a fitted effect of over 45% in size; many of its hits are not listed in these tables
EPAC2 ag – EPAC2 (human) agonism. Q8WZA2. AID 720711. Potency, µM (series often up to 154 µM), for inactives: at the top dose activation, hits mostly activators. EPAC2 activation, biochemical qHTS; response scale: 100% = 6.5 mM cAMP response. 360,000 compounds, 0.079% hits; note: nearly all actives have a fitted effect of over 50% in size
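Each well held 100 nM EPAC2, 250 nM RAP1B-BODIPY-GDP and 50 uM GDP. Fluorescence, read at 5-min intervals to 30 min, was referenced to a 6.5 mM cAMP positive control.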
PTHR1 ag – activates the human parathyroid hormone receptor PTHR1 | Q03431 | HEK293 GP2 PTHR1 cells, GloSensor cAMP luminescence, 1 h | Potency, µM (highest dose often 115 µM), without a hit: at the highest dose activation, actives largely listed as activators | 410,000 compounds, 0.075% hits | AID 743266; note: nearly all actives have a fitted effect of over 55% in size; some results filed as inactive show a strong effect at the top dose; inactives centre near -15; many of its hits are not listed in these tables
Target sequence (Q03431 whole entry, looked up): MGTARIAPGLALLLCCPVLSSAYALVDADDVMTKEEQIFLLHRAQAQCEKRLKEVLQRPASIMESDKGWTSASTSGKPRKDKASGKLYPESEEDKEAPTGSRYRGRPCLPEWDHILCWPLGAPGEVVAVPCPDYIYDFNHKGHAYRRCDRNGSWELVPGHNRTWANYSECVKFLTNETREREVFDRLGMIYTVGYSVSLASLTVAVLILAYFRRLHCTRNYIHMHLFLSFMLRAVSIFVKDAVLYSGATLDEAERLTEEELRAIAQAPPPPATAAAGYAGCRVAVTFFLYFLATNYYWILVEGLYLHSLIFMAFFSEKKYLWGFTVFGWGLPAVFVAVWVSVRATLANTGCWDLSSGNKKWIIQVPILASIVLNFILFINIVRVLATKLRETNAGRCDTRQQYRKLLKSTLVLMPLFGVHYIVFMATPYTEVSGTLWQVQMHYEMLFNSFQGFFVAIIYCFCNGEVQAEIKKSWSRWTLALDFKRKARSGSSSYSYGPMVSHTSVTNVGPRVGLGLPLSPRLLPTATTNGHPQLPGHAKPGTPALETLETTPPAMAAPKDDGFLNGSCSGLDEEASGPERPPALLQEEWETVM
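HEK-293-derived GP2 cells expressing PTHR1 and a GloSensor cAMP reporter, 3,000/well, plated overnight, given luciferin plus IBMX (each 0.5 mM as added) for 1 h at 37 °C, then compound for 1 h at 37 °C. Luminescence was read after 15 min at room temperature.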
EPAC1 ag – EPAC1 (human) agonism; 360,000 compounds, 0.073% hits; EPAC1 agonist qHTS, biochemical assay; response scale: 100% = response to 6.5 mM cAMP; O95398; Potency, µM (titrated, usually from 154 µM), for inactives: at the top dose activation, most hits filed as activators; note: nearly all actives have a fitted effect of over 60% in size
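Normalized to 6.5 mM cAMP, activity reflects EPAC1-catalysed release of BODIPY-GDP from Rap1B, followed kinetically over 30 min at 480 nm excitation, 540 nm emission. Reaction contained 100 nM EPAC1, 250 nM Rap1B-BODIPY-GDP, 50 uM GDP.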
FUS yeast rescue – FUS proteinopathy suppression in yeast. S. cerevisiae FUS-expressing, growth rescue, OD600, 24 h. Potency, µM (titrated, usually from 76.6 µM), for the others: top-dose growth rescue (activation), hits mostly activators. 390,000 compounds, 0.24% hits. AID 1347120;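 note: plate controls were DMSO vehicle for no effect and reference control for full effect; nearly all actives have a fitted effect of over 55% in size; some results filed as inactive show a strong effect at the top dose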
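Galactose (2%) drives FUS expression in yeast precultured in raffinose; seeding density OD 0.005. Test compounds incubated 24hr at 30C and 99% humidity before absorbance at 600 nm was measured.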
* = called active by the depositor; & = joins results of further samples; [ ] = another dose, or the depositor's remark. Calls come from the whole dose curve; as a rule, active = well fitted curve in the direction sought with a large enough effect; inconclusive = small, poorly fitted or top-dose-only effect, or another doubt; inactive = no such curve, though single readings can be large; an effect the other way counts as inactive or inconclusive. Potency is the fitted concentration of half-maximal effect.

For COc1ccc(NC(=O)CN2C(=O)C3CC=CCC3C2=O)cc1Cl (centres undefined) the results were TDP-43 yeast inh inconclusive, aSyn yeast inh 0%, EPAC1 antag 0%, EPAC2 antagonist 12%, EPAC2 ag 4%, PTHR1 ag -21%, EPAC1 ag 16% and FUS yeast rescue -28%.
Screening CCc1nnc(NC(=O)c2ccc(N(C)S(=O)(=O)c3ccccc3)cc2)s1 returned TDP-43 yeast inh -15%, aSyn yeast inh -1%, EPAC1 antag 1%, EPAC2 antagonist 1%, EPAC2 ag 7%, PTHR1 ag 3%[57.5 µM], EPAC1 ag 5% and FUS yeast rescue 24%.
`Cc1ncoc1C(=O)Nc1cccc(Cl)c1` gave TDP-43 yeast inh 7%, aSyn yeast inh -1%, EPAC1 antag -3%, EPAC2 antagonist 1%, EPAC2 ag -2%, PTHR1 ag inactive, EPAC1 ag 4% and FUS yeast rescue -6%.
COc1ccc(C2CC(=O)N(CC(=O)NCC3CCCO3)c3ccccc3S2)cc1OC (centres undefined) was read as TDP-43 yeast inh 3%, aSyn yeast inh -3%, EPAC1 antag 1%, EPAC2 antagonist 3%, EPAC2 ag 15%, PTHR1 ag -1%, EPAC1 ag 10% and FUS yeast rescue 9%.
COc1cccc(N2CCN(C(=O)CCc3nnc4ccc(N5CCCC5)nn34)CC2)c1 was read as TDP-43 yeast inh -14%, aSyn yeast inh 1%, EPAC1 antag -23%, EPAC2 antagonist 1%, EPAC2 ag -6%, PTHR1 ag -2%, EPAC1 ag -11% and FUS yeast rescue -4%.
`COc1ccc(-c2nc3c(C)cc(Br)cn3c2CC(C)(C)C)cc1OC` gave TDP-43 yeast inh inconclusive, aSyn yeast inh 7%, EPAC1 antag -11%, EPAC2 antagonist inconclusive, EPAC2 ag 7%, PTHR1 ag -17%, EPAC1 ag 11% and FUS yeast rescue 16%.
`COc1ccc(NC(=O)C2(C)Cc3c(-c4ccc(C(N)=O)cc4)ccnc3O2)cc1` (centres undefined) gave TDP-43 yeast inh 10%, aSyn yeast inh 4%, EPAC1 antag 0%, EPAC2 antagonist -23%, EPAC2 ag 5%, PTHR1 ag 12%, EPAC1 ag 2% and FUS yeast rescue -11%.
Screening O=[N+]([O-])c1cccc(/C=N/NC2=NCCCCC2)c1 returned TDP-43 yeast inh -25%, aSyn yeast inh 2%, EPAC1 antag 20%, EPAC2 antagonist 9%, EPAC2 ag 9%, PTHR1 ag 28%, EPAC1 ag -3% and FUS yeast rescue -9%.
`Cc1ccc(NC2CCCN(C(=O)c3ccc(-n4ccnc4)cc3)C2)cc1C` (centres undefined) gave TDP-43 yeast inh -17%, aSyn yeast inh -2%, EPAC1 antag 3%, EPAC2 antagonist 2%, EPAC2 ag 13%, PTHR1 ag inactive, EPAC1 ag -10% and FUS yeast rescue 21%.
For COc1ccc(C(=O)NCc2ccc(-n3cccc3)cc2)cc1OC the results were TDP-43 yeast inh 23%, aSyn yeast inh 1%, EPAC1 antag 2%, EPAC2 antagonist -2%, EPAC2 ag -4%, PTHR1 ag -11%, EPAC1 ag -10% and FUS yeast rescue -11%.
Screening CC(C)(C)NC(=O)c1cnn2c1NC(c1ccc(F)cc1)CC2C(F)(F)F (centres undefined) returned TDP-43 yeast inh 4%, aSyn yeast inh 1%, EPAC1 antag -22%, EPAC2 antagonist -1%, EPAC2 ag -6%, PTHR1 ag -15%, EPAC1 ag 9% and FUS yeast rescue -19%.
`O=c1c2cc([N+](=O)[O-])ccc2sn1-c1ccccc1` gave TDP-43 yeast inh -95%[inhibitor], aSyn yeast inh -61%[inhibitor], EPAC1 antag -17%, EPAC2 antagonist -9%, EPAC2 ag 12%, PTHR1 ag -14%, EPAC1 ag -13% and FUS yeast rescue 4%.
CC(C)(C)c1csc(NC(=O)c2ccc(Cl)s2)n1 was read as TDP-43 yeast inh inconclusive, aSyn yeast inh -35%[inhibitor], EPAC1 antag -14%, EPAC2 antagonist -3%, EPAC2 ag 17%, PTHR1 ag -24%, EPAC1 ag 18% and FUS yeast rescue -12%.
Screening COc1ccc(N2CCN(S(=O)(=O)CCNC(=O)COc3cccc(OC)c3)CC2)cc1 returned TDP-43 yeast inh -14%&25%, aSyn yeast inh 0%, EPAC1 antag -8%, EPAC2 antagonist 20%, EPAC2 ag 6%, PTHR1 ag -28%&-11%, EPAC1 ag -16% and FUS yeast rescue 15%&16%.
For CCOC(=O)N1CCN(C(=O)C[C@@H]2C[C@@]3(C(=O)OC)CC(C)(C)CC=C3N(Cc3ccc4c(c3)OCO4)C2=O)CC1 the results were TDP-43 yeast inh 25%, aSyn yeast inh 0%, EPAC1 antag -1%, EPAC2 antagonist -8%, EPAC2 ag 7%, PTHR1 ag inactive, EPAC1 ag -8% and FUS yeast rescue inconclusive.
Screening CC1OC2(OC1C)C(=O)Nc1ccccc12 (centres undefined) returned TDP-43 yeast inh 16%, aSyn yeast inh 2%, EPAC1 antag 17%, EPAC2 antagonist 2%, EPAC2 ag 2%, PTHR1 ag -18%[57.5 µM], EPAC1 ag 7% and FUS yeast rescue -6%.
`COc1ccccc1N(Cc1cc2ccc(C)cc2[nH]c1=O)C(C)=O` gave TDP-43 yeast inh 17%, aSyn yeast inh 5%, EPAC1 antag 0%, EPAC2 antagonist 1%, EPAC2 ag 5%, PTHR1 ag -54%[inhibitor], EPAC1 ag 13% and FUS yeast rescue -23%.
For COc1ccc(-c2cc(C(=O)N(C)Cc3nc4ccccc4c(=O)[nH]3)c3ccccc3n2)cc1OC the results were TDP-43 yeast inh 15%, aSyn yeast inh -2%, EPAC1 antag -7%, EPAC2 antagonist -4%, EPAC2 ag -1%, PTHR1 ag inactive, EPAC1 ag 5% and FUS yeast rescue inconclusive.
`O=C(NCc1ccco1)c1cc(-c2ccc3c(c2)OCO3)on1` gave TDP-43 yeast inh -21%, aSyn yeast inh 2%, EPAC1 antag 10%, EPAC2 antagonist 16%, EPAC2 ag -3%, PTHR1 ag 0%, EPAC1 ag -2% and FUS yeast rescue 2%.
`CCOc1ccc(N(CC(=O)Nc2ccccc2F)S(=O)(=O)c2c(C)[nH]c(=O)[nH]c2=O)cc1` gave TDP-43 yeast inh -3%, aSyn yeast inh -2%, EPAC1 antag inconclusive, EPAC2 antagonist -9%, EPAC2 ag -1%, PTHR1 ag 8%, EPAC1 ag 11% and FUS yeast rescue 14%.
Screening Cc1ccc(S(=O)(=O)Cn2nnnc2C(c2ccccc2)N2CCN(c3ncccn3)CC2)cc1 (centres undefined) returned TDP-43 yeast inh 25%, aSyn yeast inh 18%, EPAC1 antag -5%, EPAC2 antagonist -1%, EPAC2 ag 12%, PTHR1 ag inactive, EPAC1 ag 14% and FUS yeast rescue inconclusive.
`CC(OC(=O)Cn1cnc2c1c(=O)n(C)c(=O)n2C)C(=O)NC(C)c1ccc(Cl)cc1Cl` (centres undefined) gave TDP-43 yeast inh -5%, aSyn yeast inh -1%, EPAC1 antag 6%, EPAC2 antagonist 9%, EPAC2 ag 0%, PTHR1 ag -10%, EPAC1 ag 4% and FUS yeast rescue -7%.
`O=C(CCCOc1ccc(Br)cc1)Nc1nnc(C2CC2)s1` gave TDP-43 yeast inh -1%, aSyn yeast inh -2%[1.84 µM], EPAC1 antag 17%, EPAC2 antagonist -5%, EPAC2 ag 7%, PTHR1 ag -5%, EPAC1 ag 1% and FUS yeast rescue 18%.
Screening COc1ccc(S(=O)(=O)NCC(=O)Nc2cccc(C)c2C)cc1OC returned TDP-43 yeast inh 0%, aSyn yeast inh 10%, EPAC1 antag 10%, EPAC2 antagonist -3%, EPAC2 ag 0%, PTHR1 ag -1%, EPAC1 ag -5% and FUS yeast rescue 3%.
`COc1ccc(C(c2nnnn2-c2ccc3c(c2)OCCO3)N2CCN(C/C=C/c3ccccc3)CC2)cc1` (centres undefined) gave TDP-43 yeast inh 10%, aSyn yeast inh 15%, EPAC1 antag -9%, EPAC2 antagonist 0%, EPAC2 ag 22%, PTHR1 ag -5%, EPAC1 ag 1% and FUS yeast rescue 24%.
`COc1ccc(C2=NS(=O)(=O)N(C)C(C(=O)NCc3ccc(F)cc3)=C2)cc1OC` gave TDP-43 yeast inh 6%, aSyn yeast inh -2%, EPAC1 antag -9%, EPAC2 antagonist -6%, EPAC2 ag 22%, PTHR1 ag -23%, EPAC1 ag -3% and FUS yeast rescue 33%.
CCOc1ccc2nc(SCc3ccc(CC(=O)O)cc3)c(C#N)cc2c1 was read as TDP-43 yeast inh -9%, aSyn yeast inh 2%, EPAC1 antag -1%, EPAC2 antagonist -28%, EPAC2 ag -9%, PTHR1 ag inactive, EPAC1 ag 0% and FUS yeast rescue -3%.
FC(F)(F)c1ccccc1/C=N/n1c(C2CCCCC2)n[nH]c1=S was read as TDP-43 yeast inh inconclusive, aSyn yeast inh -28%, EPAC1 antag -10%, EPAC2 antagonist -26%, EPAC2 ag -5%, PTHR1 ag -93%[inhibitor], EPAC1 ag -8% and FUS yeast rescue -20%.
Cc1ccc(C)c(C(=O)NCCN(C)C)c1 was read as TDP-43 yeast inh 7%, aSyn yeast inh 0%, EPAC1 antag -12%, EPAC2 antagonist 1%, EPAC2 ag 3%, PTHR1 ag inactive, EPAC1 ag 13% and FUS yeast rescue -6%.
Screening Cc1ccc2c(c1)C(O)(CC(=O)c1ccc(C)s1)C(=O)N2 (centres undefined) returned TDP-43 yeast inh 6%, aSyn yeast inh -1%, EPAC1 antag 4%, EPAC2 antagonist 3%, EPAC2 ag 12%, PTHR1 ag inactive, EPAC1 ag 6% and FUS yeast rescue 7%.
CC(=O)N/C(=C/c1ccc2c(c1)OCO2)C(=O)Nc1ccccc1 was read as TDP-43 yeast inh -10%, aSyn yeast inh -1%, EPAC1 antag 7%, EPAC2 antagonist -9%, EPAC2 ag 5%, PTHR1 ag inactive, EPAC1 ag 5% and FUS yeast rescue -2%.
For CCc1nc2ccc(C(=O)N3CCN(S(=O)(=O)CC)CC3)cn2c1N(C=O)CCC(C)C the results were TDP-43 yeast inh 5%, aSyn yeast inh -4%, EPAC1 antag 11%, EPAC2 antagonist 11%, EPAC2 ag 0%, PTHR1 ag inactive, EPAC1 ag -13% and FUS yeast rescue -12%.

Bioassay records (PubChem BioAssay)

This is a subset; rates above refer to the full screens.
